Casp6 inh = inhibitors of human caspase-6 | purified caspase-6, Z-VEID-R110 cleavage fluorescence | inhibition, % at 12.5 µM | hit rate 0.53% among 350,000 | AID 686996;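 active means mean inhibition across replicates at least about 35%, with every replicate also reaching that limit, limit read from the data; inconclusive means only one of the two criteria met; inactive means neither criterion met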;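 further: 0% = median of neutral control wells and 100% = no fluorescence left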
Target sequence (P55212 24-179 limits assumed): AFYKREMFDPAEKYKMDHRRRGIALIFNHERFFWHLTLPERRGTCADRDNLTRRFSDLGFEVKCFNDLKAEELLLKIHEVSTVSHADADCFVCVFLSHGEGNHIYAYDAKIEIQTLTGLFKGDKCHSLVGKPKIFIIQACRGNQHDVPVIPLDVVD
Target sequence (P55212 194-293 limits assumed): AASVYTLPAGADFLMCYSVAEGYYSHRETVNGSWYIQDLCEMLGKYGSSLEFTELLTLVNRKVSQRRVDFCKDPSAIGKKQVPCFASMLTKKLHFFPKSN
PGC1a acetyl inh = lowers PGC1a acetylation signal in U2OS cells | AlphaScreen anti-acetyl-lysine; with virally co-expressed GCN5 acetyltransferase | inhibition, % at 15.6 µM | hit rate 0.17% among 350,000 | AID 651687;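 active means every replicate shows inhibition of at least 40%; inconclusive means mean inhibition at least 40% but some replicate below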;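 further: 0% = neutral control wells and 100% = positive control wells; some results beyond the cut were filed as inactive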
miR122 inh = inhibitors of miR-122 in Huh7 cells; hit rate 0.3% among 340,000; activation (reporter increase), % at 12.5 µM; Huh7 miR-122 Renilla luciferase sensor, 48 h; neutral wells = 0, positive control = 100; AID 602342;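 active means mean replicate activation score at least 90 and every replicate individually at or above 90; inconclusive means only one of the two criteria met; inactive means neither criterion met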;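 further: higher luciferase means less miR-122 activity so hits act as miR-122 inhibitors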
EWS-Fli block = inhibitors of EWS/Fli oncoprotein transcriptional activity; A673 NR0B1-luciferase reporter, viability-normalised; inhibition, % at 12.6 µM; hit rate 0.67% among 350,000; AID 651661;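 active means mean inhibition of at least 50% after viability correction, with every replicate also passing that limit; inconclusive means mean reaches 50% but only one of two replicates passes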;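 further: firefly luciferase signal divided by Alamar Blue viability fluorescence both relative to DMSO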
Cneo AK release = Cryptococcus neoformans lysis via adenylate kinase release; C. neoformans lysis, adenylate kinase release luminescence, 4 h; normalised: neutral wells 0, clomiphene wells 100; hit rate 0.2% among 360,000; lysis activity, % at 15 µM; AID 651654;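 active means mean lysis activity across replicates of at least 80%, whatever share of replicates individually reach that level; inactive means mean lysis activity below 80%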
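Test system: log-phase Cryptococcus neoformans yeast cells. Input: 5 × 10^6 yeast cells/mL. Medium: fresh YPD growth medium. Doses: single dose. Incubation: static 4 h at 37 °C with compound, 1 h detection. Measured by: luminescent adenylate kinase detection reagent. Read-out: signal increase indicating cell lysis. Benchmarks: Clomiphene.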
PAX8 reporter = inhibitors of PAX8 transcriptional activity in RMG-I cells | hit rate 1.2% among 360,000 | RMG-I TPO-luciferase reporter, SteadyGlo, 24 h | inhibition, % at 12.6 µM | AID 652154;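 active means mean replicate inhibition at least 60% with every replicate also reaching 60%; inconclusive means only one of the two criteria is met; inactive means mean below 60% and not all replicates reaching 60%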;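 further: luciferase light reporting Pax8 driven TPO promoter activity; plate controls were median of neutral control wells for no effect and mitoxantrone controls for full effect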
LGR2 antag = Drosophila LGR2 receptor signaling inhibition. HEK293 LGR2, CRE-luciferase, bursicon-stimulated, 4 h. hit rate 0.35% among 380,000. inhibition, % at 9.99 µM. AID 720647;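 active means drop in luminescence signal, shown as inhibition above about 50% in the replicate tests, limit read from the data, passing the limit was not always enough; inconclusive means probably only some replicates passing the limit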;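 further: agonist challenge used bursicon conditioned medium at about half maximal strength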
FN deposition inh = fibronectin deposition inhibition; AID 743247; AH1F fibroblasts, Alexa488-fibronectin deposition fluorescence, overnight; inhibition, % at 12.6 µM; hit rate 0.086% among 350,000;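 active means mean inhibition across replicates of 30% or more, regardless of how many single replicates reach that level; inconclusive means mean under 30% yet at least half of replicates reach 30%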;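 further: positive control wells lacked labelled fibronectin entirely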
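Test system: AH1F fibroblast monolayer depositing Alexa488-labelled fibronectin into matrix. Input: 10000 cells per well. Technique: fluorescence, ex 485 nm, em 525 nm. Buffer or medium: DMEM plus 2% serum, read in PBS. Timing: 1 h cell adhesion before compound, then overnight fibronectin incubation. Compound: single dose, pinned. Read-out basis: inhibition from reduced deposited-fibronectin fluorescence.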
Active calls of the source: *; ? = inconclusive; / = no result given; [ ] = another dose, or the depositor's remark.

Every second line gives: Casp6 inh, PGC1a acetyl inh, miR122 inh, EWS-Fli block, Cneo AK release, PAX8 reporter, LGR2 antag, FN deposition inh
- O=C(C[C@@H]1C[C@H]2c3cc(NS(=O)(=O)c4ccccc4)ccc3O[C@H]2[C@@H](CO)O1)NCC1CC1
    0, 6, 2[16.7 µM], 6, -1, 5, -11, 3
- COCCNc1nc(SC)nc2sc3c(c12)CCN(C)C3
    -6, 7, -8, 9, 0, 4, 0, 5
- O=C(Cn1ccc([N+](=O)[O-])n1)Nc1ccccn1
    0, 10, -5, -12, /, -4, -8, 5
- C[C@@H]1CN([C@H](C)CO)C(=O)c2cc(Br)cnc2O[C@H]1CN(C)C(=O)Nc1ccccc1
    4, 9, -9[16.7 µM], -2, -10, /, -3, 1
- CC(C)N(Cc1ccccc1)C(=O)C1CCCN(c2ncnc3c2nc2n3CCCCC2)C1 (stereo unspecified)
    -3, -5, -3, 16, 0, 24, 7, 2
- Cc1ccc(C)c(CSC2=NCCN2S(=O)(=O)c2ccccc2)c1
    2, /, 9, /, 0, -2, -2, 11
- COc1ccc(OCCC(=O)OCC(=O)Nc2ccc(Br)cc2)cc1
    0, -1, 24, 0, 0, -3, -2, 5
- c1coc(CNC2CCCCCCC2)c1
    /, 14, -4, /, 4, 8, /, 3
- C[C@H](CO)N1C[C@H](C)[C@H](CN(C)S(=O)(=O)c2cn(C)cn2)OCCCC[C@H](C)Oc2ccc(NC(=O)CCCN(C)C)cc2C1=O
    3, 13, -2[16.7 µM], -4, -2, -6, 14, /
- C[C@H]1CN([C@@H](C)CO)C(=O)Cc2cc(NC(=O)Cc3ccccc3)ccc2O[C@@H]1CN(C)Cc1ccc2c(c1)OCO2
    2, -22, -3[16.7 µM], 3, 1, 18, 4, -5
- CCC(CC)CN1CCC(CN2C(=S)NC[C@@H]2Cc2ccccc2)CC1
    -10, /, /, -16, /, -18, -8, -4
- CCOc1ccc(NC(=O)c2ccc(CC)s2)c([N+](=O)[O-])c1
    -3, 2, -5, -47, 1, -152, -53, 2
- CN(C)c1cccc(-c2nnc(SCCCC#N)o2)c1
    /, 9, -7, /, -5, /, /, -4
- COc1ccc(NC(=O)c2ccccc2N(Cc2ccccc2)S(C)(=O)=O)cc1OC
    -1, 0, -1, 10, -4, 2, -12, -9
- COc1ccc(S(=O)(=O)Nc2cccc3c2O[C@H](CN(C)S(=O)(=O)c2ccc(F)cc2)[C@@H](C)CN([C@H](C)CO)C3=O)cc1
    0, 4, 16[16.7 µM], -5, 0, -17, 6, /
- O=C(O)c1ccc(NCCC2=CCCCC2)c([N+](=O)[O-])c1
    -4, 12, -16, -6, 2, -13, -14, 4
- O=C(N/N=C/c1cc([N+](=O)[O-])ccc1O)c1cccc2cc[nH]c12
    -11, 12, -2, 24, 0, 14, 9, 11
- Cc1cccc(N2C(=O)SC(N(CC(=O)O)c3cccc(C)c3)C2=O)c1 (stereo unspecified)
    1, 10, /, -11, -1, -19, -38, 15
- O=C(NC1CCC(c2ccccc2)CC1)c1cccnc1 (stereo unspecified)
    -5, -14, 4, 0, /, -4, -37, -3
- CCOC(CNC(=O)c1ccc2nc(N3CCC(C)CC3)sc2c1)OCC
    /, 7, -5, /, 0, /, /, -7
- COCC(=O)N1CCCC(C(=O)c2ccc(C(F)(F)F)cc2)C1 (stereo unspecified)
    -5, -11, -2, 3, -1, 1, -1, 25
- CCCCc1c(-c2cccc(OC)c2)ncn1CCc1ccccc1OC
    1, /, /, 33, /, 14, ?, 14
- C/C(=N/NC(=O)CNC(=O)Cc1ccc(Cl)cc1)c1ccco1
    -1, 10, 2, 13, 0, 3, -7, 3
- CN(C(=O)COC(=O)CN1C(=O)c2cccc([N+](=O)[O-])c2C1=O)c1ccccc1
    4, 1, 1, -4, 1, -11, 20, -1
- CCCCN(C=O)c1c(CC)nc2ccc(C(=O)Nc3cc(-c4ccccc4)ccc3OC)cn12
    0, -2, -5, 14, -2, 75*, -6, 10
- Cc1ccc(S(=O)(=O)N(C)C[C@@H]2Oc3c(NC(=O)Nc4ccc(C(F)(F)F)cc4)cccc3C(=O)N([C@@H](C)CO)C[C@H]2C)cc1
    -5, 15, -11[16.7 µM], -15, -1, 7, -11, /
- COc1cccc(NC(=O)COC(=O)C2CC2)c1
    0, 2, -8, -20, -3, 0, -18, -2
- O=C(C[C@H]1CC[C@@H](NC(=O)CN2CCOCC2)[C@H](CO)O1)NCCc1ccncc1
    0, -9, 14[16.7 µM], 0, 1, -14, -15, 13
- CCN1CCN(S(=O)(=O)c2c[nH]c(C(=O)OC)c2)CC1
    -1, 4, -8, 0, 1, -20, -13, 20
- CCN(CC(=O)Nc1cc(S(=O)(=O)N2CCOCC2)ccc1C)Cc1ccccc1
    -45, 27, -1, 4, 3, 5, -6, -1
- CC(NC(=O)Cn1cccc1C(=O)c1ccccc1)c1ccccc1 (stereo unspecified)
    2, -5, -5, 5, 0, -15, -5, -4
- Cc1ccc(O)c(CN(C)Cc2cc(C)ccc2O)c1
    1, 5, 1, -40, -1, /, /, 1
- CCOc1ccc(-n2nc3c(=O)n(CCN4CCCCC4)nc(C)c3c2C)cc1
    -1, /, /, -12, /, -14, 16, 3
- O=C(Cc1ccccc1)Nc1ccc2[nH]ncc2c1
    -2, 9, -4, 9, 0, -55, -3, 15
- C[C@H](CO)N1C[C@H](C)[C@@H](CN(C)Cc2ccc(C(F)(F)F)cc2)Oc2ccc(NC(=O)CCCN(C)C)cc2C1=O
    -9, 5, -6[16.7 µM], -4, 5, 0, 5, /
- Cc1ccccc1S(=O)(=O)N1CC(=O)N2[C@H](C1)[C@H](c1ccc(C#CCC3CCCC3)cc1)[C@@H]2CO
    -1, -3, /, 4, /, 20, -12, /
- C[C@@H]1CN([C@H](C)CO)C(=O)c2cccc(NS(C)(=O)=O)c2O[C@H]1CN(C)C(=O)NC1CCCCC1
    -2, 3, 8[16.7 µM], -7, -1, 9, 8, /
- COc1ccc(CN2C[C@H](C)[C@@H](OC)CN(C)C(=O)c3cc(NC(=O)c4nc5ccccc5s4)ccc3OC[C@@H]2C)cc1
    -2, -12, /, -6, -1, 31, 5, -12
- Cc1ccc2nc(-c3ccc(NC(=O)CSc4ccccc4)cc3)[nH]c2c1
    /, 7, 2, /, 7, /, /, -6
- O=C(C1=NN(c2ccccc2)C2C(=O)N(c3ccc(Cl)cc3)C(=O)C12)c1ccccc1 (stereo unspecified)
    /, /, 2, /, -1, 14, -4, 3
- COc1cccc(S(=O)(=O)Nc2ccc3c(c2)C(=O)N(C)[C@@H]2CC[C@H](CC(=O)O)O[C@H]2CO3)c1
    /, 10, 13[16.7 µM], -3, -3, -2, -12, -4
- Cc1ccc(/C=C2\SC(N3CCCCC3)=NC2=O)cc1
    1, /, /, -48, -2, -90, -71, -6
- Cc1c(Cl)cccc1NC(=O)NCc1ccc(C)n1C
    1, 4, -12, -13, 1, 5, -1, 6
- CS(=O)(=O)c1ccc(N2CCN(c3ccccn3)CC2)c([N+](=O)[O-])c1
    3, /, -5, -3, -3, -13, 1, -6
- CO[C@@H](C(=O)N(C)C[C@@H]1OCc2ccccc2-c2c(n(C)c3ccccc23)C(=O)N([C@@H](C)CO)C[C@@H]1C)c1ccccc1
    1, 9, /, 14, -3, 6, 13, -10
- COc1ccc2c3c([nH]c2c1)[C@H](CO)N(C(=O)CC1CC1)CC31CCN(C(=O)CC2CC2)CC1
    2, 10, /, -7, /, 4, -3, /
- Cc1nn(-c2ccccc2)c(C)c1C(=O)OCC(=O)Nc1ccccc1F
    1, -10, /, -77, -3, -126, -93, 2
- O=C(Cn1c(SCC(=O)N2CCCc3ccccc32)nc2ccccc21)N1CCCC1
    -3, 2, 6, 8, /, /, -8, /
- CCCc1nc(-c2ccccc2)c(-c2ccc(OC)c(OC)c2)c(=O)[nH]1
    0, -21, 1, 15, 2, -19, -16, 3
- Cc1cc(C)c(C#N)c(Nc2ccccc2F)n1
    0, -23, 2, 7, 0, 12, 3, 4
- Cc1ccc(NC(=O)CCN2C(=O)NC3(CCCC3)C2=O)cc1S(=O)(=O)N1CCOCC1
    1, -5, -10, 2, -1, -9, -13, 11
- NC(=O)c1ncn([C@@H]2O[C@H](C(=O)N[C@H](Cc3c[nH]c4ccccc34)C(=O)N3CCN(C(=O)N4CCCCC4)CC3)[C@@H](O)[C@H]2O)n1
    -1, /, /, -11, /, 10, 1, 1
- O=C(NCC1CC1)[C@@H]1[C@@H](CO)[C@@H]2Cn3c(cccc3=O)[C@H]1N2C(=O)c1ccc(F)cc1
    -1, -3, 0[16.7 µM], -7, 0, -11, -8, /
- O=C(Cc1ccccc1)NNc1ccc2ccccc2c1
    0, /, /, 7, /, -2, 6, /
- O=C(NNC(=O)c1cc2cc(OC(F)(F)F)ccc2[nH]1)c1ccc(Cl)cc1
    -6, 5, 4, 2, -2, 14, /, -3
- O=C(C[C@H]1CC[C@H]2[C@@H](COC[C@H](O)CN2CC2CCCCC2)O1)NCC1CC1
    1, -1, -4[16.7 µM], -1, 0, 4, -8, -2
- CCN(c1ccccc1)S(=O)(=O)c1ccc(C(=O)OC(C)C(=O)NCCC2=CCCCC2)cc1 (stereo unspecified)
    /, /, 2, /, 8, 13, 11, /
- CCOC(=O)C(=O)N1CCN(c2ccccc2OC)CC1
    -3, 6, /, 13, 0, 20, -7, -2
- COc1ccccc1-c1c(C(F)(F)F)oc2cc(OC(=O)c3cccc([N+](=O)[O-])c3C)ccc2c1=O
    /, 2, -3, /, 1, 6, /, 0
- COC(=O)Nc1ccc(S(=O)(=O)N2CCCC(C(=O)N3CCCCC3)C2)cc1 (stereo unspecified)
    3, /, /, 0, /, -6, 14, /
- COc1cc(/C=N/NC(=O)Nc2ccccc2)ccc1OCCOc1ccccc1C
    /, -19, 3, /, 2, /, 26, 9

Two entries picked at random from the list so far:
Every second line gives: Casp6 inh, PGC1a acetyl inh, miR122 inh, EWS-Fli block, Cneo AK release, PAX8 reporter, LGR2 antag, FN deposition inh
- COC(=O)Nc1ccc(S(=O)(=O)N2CCCC(C(=O)N3CCCCC3)C2)cc1 (stereo unspecified)
    3, /, /, 0, /, -6, 14, /
- O=C(NNC(=O)c1cc2cc(OC(F)(F)F)ccc2[nH]1)c1ccc(Cl)cc1
    -6, 5, 4, 2, -2, 14, /, -3
